Screens: PubChem BioAssay, several laboratories
MBD2 inh: MBD2-methylated oligo binding inhibition; Q9UBB5; TR-FRET, MBD2 binding to methylated oligonucleotide; inhibition, % at 4.4 µM; 370,000 tested, 0.31% active; in the data active means inhibition above about 13%
HTRA1 inh: HTRA1 (human) protease inhibition; Q92743; recombinant HTRA1, FP-rhodamine activity-based probe, fluorescence polarization; inhibition, % at 5.96 µM; 340,000 tested, 0.5% active; in the data active means inhibition above about 36%;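 further: 0% = enzyme with DMSO and 100% = wells lacking enzyme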
PRMT1 FP inh: inhibitors of human PRMT1; Q99873; recombinant PRMT1, activity-based probe fluorescence polarization; inhibition, % at 2.79 µM; 370,000 tested, 1.3% active; AID 652257;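 active means inhibition above about 21% made by adding two undisclosed values, limit read from the data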
LEDGF integ inh: blocks HIV-1 LEDGF/p75-dependent DNA integration. 370,000 tested, 0.64% active. TR-FRET IN-LEDGF/p75 DNA integration, Eu/Cy5. inhibition, % at 3.7 µM. AID 743269;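 active means inhibition above the screen-wide mean plus 3 SD, cut at about 13% in these data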;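 further: signal is the Cy5 over europium emission ratio at 671 and 618 nm; 0% = plate median of compound wells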
TCR CD3 inh: blocks the human TCR-CD3 interaction. TAMRA-labeled TCR probe fluorescence, biochemical. inhibition, % at 9.4 µM. 360,000 tested, 0.37% active. AID 651800; in the data active means inhibition above about 19%;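 further: recombinant mutant TCR 2C K166C tagged with TAMRA read by polarization; 0% = receptor in buffer alone and 100% = receptor with positive control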
SIAE inh: human SIAE inhibition, primary screen. Q9HAT2. SIAE FP-Rh probe binding, fluorescence polarization. inhibition, % at 9.66 µM. 370,000 tested, 0.69% active;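 active means inhibition above a cutoff: mean of compounds within the control limits plus 3 SD of those, cut at about 17% in these data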;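 further: 0% = plate median of compound wells and 100% = probe without SIAE protein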
ABHD4 inh: ABHD4 (mouse) inhibition, primary FP screen; inhibition, % at 8.92 µM; purified mABHD4, FP-Rh probe fluorescence polarization; AID 720543; 370,000 tested, 0.54% active; Q8VD66;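 active means inhibition exceeding the mean over every tested compound plus 3 SD, cut at about 30% in these data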;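 further: 0% = plate median of compound wells and 100% = S159A mutant with DMSO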
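assay system = mABHD4 protein | compound dosing = single nominal dose of 8.92 µM, 0.89% DMSO final | read-out basis = percent inhibition of probe binding, normalized to plate controls | schedule = Enzyme–compound pre-incubation 45 min, then probe 60 min, both 25 °C | detection = fluorescence polarization, excitation 525 nm, emission 598 nm, BODIPY TMR filters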
TDP2 absorb: blocks human TDP2 phosphodiesterase activity. O95551. recombinant TDP2, T5PNP hydrolysis, p-nitrophenol absorbance 415 nm. inhibition, % at 12.8 µM. 370,000 tested, 0.34% active. AID 720702;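 active means inhibition above the mean of all tested compounds plus 3 SD, set per campaign, cut at about 25% in these data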;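 further: 0% = DMSO with enzyme and 100% = buffer with substrate but no TDP2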
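Assay system: Recombinant human TDP2 | Quantity: 120 nM TDP2 per well | Incubation: 2 h at 37 °C | Signal: Epi absorbance | Evaluation: Percent inhibition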
rCAG binder: binds r(CAG) RNA repeats; r(CAG) RNA repeat, TO-PRO-1 dye displacement fluorescence; inhibition, % at 3 µM; 370,000 tested, 1.3% active;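 active means inhibition above the plate cutoff, the mean of all test compounds on that plate plus 3 SD, cut at about 35% in these data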;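 further: 0% = DMSO alone and 100% = 100 µM mitoxantrone as full dye displacement; higher means more dye released from RNA so lower well fluorescence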
GC-B act: GC-B (human) receptor activation. AID 1920062. activation, % at 10 µM. HEK293-GC-B cells, CNP EC30, cGMP TR-FRET; 0% at EC30 CNP, 100% saturating CNP. 370,000 tested, 0.11% active;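 active means activation at 10 µM reaching about 35% in either raw or pattern-adjusted values, limit read from the data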
Target sequence (P20594 whole entry, looked up): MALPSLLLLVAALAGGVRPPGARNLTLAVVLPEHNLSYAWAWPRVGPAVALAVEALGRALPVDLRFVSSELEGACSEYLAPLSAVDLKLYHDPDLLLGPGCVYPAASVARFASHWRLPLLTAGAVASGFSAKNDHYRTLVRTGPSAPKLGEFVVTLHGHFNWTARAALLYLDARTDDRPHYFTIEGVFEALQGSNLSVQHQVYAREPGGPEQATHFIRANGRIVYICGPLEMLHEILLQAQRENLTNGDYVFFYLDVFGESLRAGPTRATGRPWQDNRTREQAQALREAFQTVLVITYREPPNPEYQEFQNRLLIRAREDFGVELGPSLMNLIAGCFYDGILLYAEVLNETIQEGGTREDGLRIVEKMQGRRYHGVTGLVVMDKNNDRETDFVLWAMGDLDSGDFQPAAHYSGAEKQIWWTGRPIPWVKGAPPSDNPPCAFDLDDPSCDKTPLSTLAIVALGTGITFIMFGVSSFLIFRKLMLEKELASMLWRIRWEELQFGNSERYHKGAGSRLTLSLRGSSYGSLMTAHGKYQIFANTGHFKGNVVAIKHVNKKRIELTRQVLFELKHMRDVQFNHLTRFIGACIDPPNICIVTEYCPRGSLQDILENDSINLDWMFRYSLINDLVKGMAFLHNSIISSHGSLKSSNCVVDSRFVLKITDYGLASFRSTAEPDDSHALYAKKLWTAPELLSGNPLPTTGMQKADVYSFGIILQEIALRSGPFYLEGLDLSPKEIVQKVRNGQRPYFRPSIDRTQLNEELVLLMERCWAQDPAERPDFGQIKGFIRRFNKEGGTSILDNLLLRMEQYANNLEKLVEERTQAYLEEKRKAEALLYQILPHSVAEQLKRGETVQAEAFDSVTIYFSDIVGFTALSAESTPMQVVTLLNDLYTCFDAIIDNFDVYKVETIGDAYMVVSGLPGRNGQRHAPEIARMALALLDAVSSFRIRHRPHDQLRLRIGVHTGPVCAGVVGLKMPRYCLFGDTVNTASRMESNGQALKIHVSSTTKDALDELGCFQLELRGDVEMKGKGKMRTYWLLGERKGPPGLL
The depositor's hits bear a star; / = no result given. An excerpt. The share of hits here may be higher or lower than overall.

SMILES	MBD2 inh	HTRA1 inh	PRMT1 FP inh	LEDGF integ inh	TCR CD3 inh	SIAE inh	ABHD4 inh	TDP2 absorb	rCAG binder	GC-B act
O=C(NCc1ccc2c(c1)OCO2)c1ccc(Cl)c(S(=O)(=O)NCc2ccccc2)c1	-4	-11	-3	0	7	-4	-7	-1	2	4
CC(NC(=O)CSc1ncccn1)c1ccc2c(c1)OCO2 (stereo not given)	-6	3	-6	3	4	-2	-6	-12	0	-1
Clc1cccc(Cc2c(-c3cccc(Br)c3)nc3c4ccccc4ccn23)c1	4	/	0	0	4	7	0	14	5	-3
CN(c1ncc(C(F)(F)F)cc1Cl)N1C(=O)c2cccc(N)c2C1=O	1	-28	9	3	7	3	-9	4	-20	0
COc1ccc(OC)c(NC(=O)C2(C)CCN2C(C)C)c1 (stereo not given)	-3	/	-2	1	4	-4	2	-4	0	1
CC(C)Cn1c(=O)oc2ccccc21	-3	0	1	0	12	1	-1	7	0	-2
O=C(Nc1ccc2c(c1)OCCO2)C1c2ccccc2OCC(=O)N1CCc1c[nH]c2ccccc12 (stereo not given)	-11	/	-4	0	7	6	-2	0	8	-12
COc1ccc(CC(=O)NNC(=O)c2c(-c3ccccc3Cl)noc2C)cc1OC	-2	5	0	1	2	2	-8	-6	-3	0
CCCS(=O)(=O)N1CCN=C1SCc1cccc(C)c1	1	1	-2	2	8	-1	-4	1	-4	2
CCN(CC)C(=O)C1CCCN(c2ccc([N+](=O)[O-])cc2)C1 (stereo not given)	-7	2	-7	2	-5	-6	-6	-22	-5	0
CN(C)c1ccc(NC(=O)COC(=O)CCC(=O)c2ccc(F)cc2)cc1	-3	6	7	-3	-2	6	6	-6	0	1
CC(C)COc1nc2ccccc2nc1N1CCN(C)CC1	2	-2	4	-1	-8	4	-9	-11	0	-8
COc1ccc(Cc2nnc(N/N=C/c3ccccc3O)[nH]c2=O)cc1OC	7	-3	0	-13	-9	-6	1	4	17	-10
C(=N\c1nccs1)/c1c[nH]c2ccccc12	-6	26	8	1	7	7	11	-6	9	1
Cc1cc(C)cc(C(=O)Nc2ccc(N3CCN(S(C)(=O)=O)CC3)cc2)c1	2	-9	-2	5	-2	3	-5	-8	0	2
Cc1ccc(S(=O)(=O)NC(=O)NCCc2ccccc2)cc1	5	3	-3	2	-8	-3	2	-8	-1	3
COc1ccc(OC)c(S(=O)(=O)n2c([N+](=O)[O-])cnc2C)c1	5	0	1	2	4	-7	4	13	4	3
NC(=O)C1CCN(c2ccc(S(=O)(=O)N3CCCCC3)cc2[N+](=O)[O-])CC1	-4	-6	-2	-1	2	-1	-7	-7	3	4
COc1ccc(OC)c(NC(=O)CN2C(=O)CSc3ccc(S(=O)(=O)N4CCCC4)cc32)c1	-5	0	-4	-3	-1	-7	-1	-7	2	-5
O=C(COC(=O)/C=C/c1ccco1)Nc1ncc(C(F)(F)F)cc1Cl	14*	5	18	31*	12	1	15	2	30	2
CN1C(C(=O)NCc2cccc(C(F)(F)F)c2)CC2Cn3c(nc4ccccc43)C21 (stereo not given)	2	-5	-2	15*	5	4	12	-7	-3	3
O=C(c1cccc([N+](=O)[O-])c1)N1CCOCC1	4	4	3	-1	-12	-6	4	4	-3	2
COc1ccc2nc(N/C(N)=N/C(=S)Nc3c(C)cccc3C)nc(C)c2c1	6	-14	5	-1	-8	-1	-4	-5	21	-3
Cc1cc(C)n(-c2ccc(C(=O)OCc3nnc(-c4ccccc4)o3)cc2)n1	0	3	-1	1	1	0	3	-16	-1	0

An excerpt from above in order of their number in TDP2 absorb, highest first:
compound	MBD2 inh	HTRA1 inh	PRMT1 FP inh	LEDGF integ inh	TCR CD3 inh	SIAE inh	TDP2 absorb	GC-B act
COc1ccc2nc(N/C(N)=N/C(=S)Nc3c(C)cccc3C)nc(C)c2c1	6	-14	5	-1	-8	-1	-5	-3
NC(=O)C1CCN(c2ccc(S(=O)(=O)N3CCCCC3)cc2[N+](=O)[O-])CC1	-4	-6	-2	-1	2	-1	-7	4
Cc1cc(C)n(-c2ccc(C(=O)OCc3nnc(-c4ccccc4)o3)cc2)n1	0	3	-1	1	1	0	-16	0

Other structures.
SMILES	MBD2 inh	HTRA1 inh	PRMT1 FP inh	LEDGF integ inh	TCR CD3 inh	SIAE inh	ABHD4 inh	TDP2 absorb	rCAG binder	GC-B act
CC(C)Cc1cc(C(=O)NCc2cccs2)no1	-2	-1	1	2	-2	-5	-2	-8	0	-2
COc1ccc(S(=O)(=O)N2CCN(C(=O)CCc3c[nH]c4ccccc34)CC2)cc1	48*	9	2	-6	0	10	-2	13	6	1
CCCCN1C(=O)C(CC(=O)NCCCN(C)C)CC(C(=O)N(C(C)C)C(C)C)=C1C (stereo not given)	4	/	-1	-2	-2	-5	3	-7	2	6
CCCCN(C(=O)c1nn(C)c(=O)c2ccccc12)c1c(N)n(CCC)c(=O)[nH]c1=O	-1	12	-1	1	10	-3	-2	8	3	4
Cc1ccc(CS(=O)(=O)c2ncc(Cl)c(C(=O)Nc3nnc(C)s3)n2)cc1	-2	11	3	0	14	15	-3	21	11	-2
O=C(COc1ccc(F)cc1)NC1CC1	0	5	-2	1	-2	5	2	-1	0	3
CCCNC(=O)c1cc(C2CCCCN2C(=O)c2cccs2)on1 (stereo not given)	-4	/	0	1	-3	4	1	4	-1	0
O=C1C=C(c2cnc3ccccc3c2)C[C@@H](c2ccc3c(c2)OCO3)C1	-2	-10	2	3	-2	-4	-1	7	3	16
C/C(NC(=O)c1ccccc1F)=C1\C(=O)C[C@@H]2[C@H]1C2(C)C	-2	1	3	1	1	-9	11	-3	0	-3
COc1cccc(CNS(=O)(=O)c2cc3c(cc2C)n(C)c(=O)c(=O)n3C)c1	6	2	3	-2	-5	-2	0	7	0	4
CCN=C1S/C(=C\c2ccc(OCC)c(OC)c2)C(=O)N1CC	10	-5	3	-3	-9	-7	-19	-10	3	-1
CNC(=O)NC(=O)C(C)OC(=O)c1c2c(nc3ccccc13)/C(=C/c1cccs1)CC2 (stereo not given)	1	-16	6	3	6	-26	-8	-7	2	-1
Cc1nc(SC(C)C(=O)NCc2ccc3c(c2)OCO3)nc(C)c1C (stereo not given)	4	12	2	-2	-8	8	6	7	-1	1
Cc1ccccc1NC(=O)C[C@H]1CC[C@H]2[C@@H](COc3ccc(NC(=O)Nc4ccccc4)cc3C(=O)N2C)O1	8	/	-2	6	/	-2	13	11	7	4
O=C(c1cccc(Cl)c1)N(Cc1ccco1)C1CCS(=O)(=O)C1 (stereo not given)	-1	3	-3	-1	-4	6	-7	2	3	-14
CC1CCCCN1CCNC(=O)CCc1nnc2n(Cc3ccccc3)c(=O)c3ccccc3n12 (stereo not given)	0	8	-2	7	3	-2	-1	-2	7	2
CCOC(=O)c1c(NC(=O)c2ccccc2Br)sc2c1CCc1ccccc1-2	1	-29	4	0	3	2	-3	-2	10	-8
COc1cc(C(=O)Nn2c(C)nc3ccccc3c2=O)cc(OC)c1OC	-5	0	0	0	1	-2	0	6	-2	5
Cc1cc(C)c2c(c1)c(C)cc1nnc(SCC(=O)NCc3ccco3)n12	-2	1	5	5	1	5	-4	-15	-1	-3
Cc1ccccc1-c1nc(CS(=O)(=O)CC(=O)NCCN2CCCC2)c(C)o1	3	2	-1	0	-6	-6	8	0	1	0
Oc1c(C(c2cccs2)N2CCOCC2)sc2ncnn12 (stereo not given)	-7	1	4	1	9	8	-1	4	1	-3
CC12CCC(C(=O)Nc3ccc(Cl)cc3)([C@H](Br)C1=O)C2(C)C (stereo not given in full)	1	/	-3	4	1	6	-2	1	-6	1
COc1cc(CN2CCCC(C(=O)c3ccc(C(C)(C)C)cc3)C2)cc(OC)c1O (stereo not given)	2	-1	8	-3	0	5	-8	-25	-3	4
C[C@H](NC(=O)[C@@H]1CCCN1C(=O)[C@@H]1CCCN1C(=O)OC(C)(C)C)c1ccccc1	1	/	3	1	0	4	6	-4	0	-1

Two entries from above, with values under each structure:
Values run as follows: MBD2 inh | HTRA1 inh | PRMT1 FP inh | LEDGF integ inh | TCR CD3 inh | SIAE inh | ABHD4 inh | TDP2 absorb | rCAG binder | GC-B act
CC12CCC(C(=O)Nc3ccc(Cl)cc3)([C@H](Br)C1=O)C2(C)C (stereo not given in full)
 : 1 | / | -3 | 4 | 1 | 6 | -2 | 1 | -6 | 1
COc1cc(CN2CCCC(C(=O)c3ccc(C(C)(C)C)cc3)C2)cc(OC)c1O (stereo not given)
 : 2 | -1 | 8 | -3 | 0 | 5 | -8 | -25 | -3 | 4

Next part:
SMILES	MBD2 inh	HTRA1 inh	PRMT1 FP inh	LEDGF integ inh	TCR CD3 inh	SIAE inh	ABHD4 inh	TDP2 absorb	rCAG binder	GC-B act
COC(=O)c1cc2occc2n1Cc1nc(-c2cccc(Cl)c2)oc1C	-3	6	7	4	-8	-2	2	-3	6	-6
C(=N\n1cnnc1SCc1ccccc1)/c1ccco1	-2	-2	2	0	6	3	0	2	3	0
COc1cccc(C(=O)N2CCN(Cc3ccccc3Br)CC2)c1	5	-2	0	5	-3	0	14	3	-6	-1
COc1ccc(CN(CCN)C2CC(C)N(C)CC2C)cc1 (stereo not given)	1	11	1	0	2	4	4	11	-2	1
CC(C)CN1C(=O)C[C@]2(C(=O)N(C)c3ccc(NS(=O)(=O)C4CCCCC4)cc32)C1c1ccccc1 (stereo not given in full)	0	/	5	1	/	5	10	-12	4	-4
Cc1cc(N2CCCCCC2)nc(-c2ccccc2O)n1	-2	-11	3	2	-7	-1	0	-7	3	-6
Cc1ccc2oc(=O)c(/C=C(\O)CC(C)C)nc2c1	-2	4	5	-2	-1	5	26	0	6	-9
O=C(CCC(=O)N1CCOc2ccccc21)NC1CCN(Cc2ccccc2)CC1	-1	-7	1	-1	-1	2	1	4	1	5
CCOc1ccc2nc(NCCNC(=O)C(C)C)c(C)cc2c1	-4	1	4	1	4	1	4	8	-4	-1
CCNC(=O)c1cccc(NC(=O)CC2SC(N3CCCCC3)=NC2=O)c1 (stereo not given)	2	4	-2	-2	2	2	3	-3	-3	2
COc1ccccc1-n1c(=O)c(C#N)c(-c2ccc([N+](=O)[O-])cc2)c2cc(C(=O)c3ccccc3O)cnc21	-6	-4	-4	-2	7	-14	-1	-4	7	-2
O=C(NNC(=S)Nc1ccc(Cl)c(Cl)c1)c1cccc([N+](=O)[O-])c1	-2	/	-2	0	5	-3	17	-18	79*	3
N#Cc1nc(-c2ccco2)oc1NCCCN1CCOCC1	-2	7	0	-3	-1	0	2	4	-4	5
NS(=O)(=O)c1ccc(CCNS(=O)(=O)c2cccc(C(=O)O)c2)cc1	-2	3	-2	3	-6	-4	-1	3	1	-1
COc1cc(/C=C2\C(=N)N3N=C(S(C)(=O)=O)SC3=NC2=O)ccc1OS(=O)(=O)c1ccc(C)cc1	2	-16	0	0	9	-20	14	11	51*	-2
Cn1c(=O)c2c(nc(N3CCCCCC3)n2CC(=O)c2ccccc2)n(C)c1=O	-1	2	3	0	-4	1	-12	2	4	-1
O=C(CN(C1CCCCC1)C1CCCCC1)N1CCc2ccccc2C1	1	-11	-1	0	-3	-7	4	-16	-7	-11
Cc1ccc(S(=O)(=O)NC(C)(C)CSc2nncn2C)cc1	5	5	2	1	-6	-5	3	0	-4	-4
CC(C)CC(NS(=O)(=O)c1cc(C(=O)O)ccc1Cl)C(=O)O (stereo not given)	3	2	-1	7	-3	-3	-1	-8	1	-1
